High-throughput results as filed in PubChem.
MMP13 inhibition = human MMP13 inhibition, fluorescence-interfering compounds – biochemical, possible fluorescent artifacts, delta fluorescence, confirmation (AID 734); MMP13 fTHP FRET cleavage, delta fluorescence 4 h; active compounds read high; inhibition, %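 (each compound tested at 4 µM nominal in triplicate)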; 5,100 tested, under 10 active;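 active = inhibition above the mean inhibition over all tested compounds plus 3 SD, cut at about 75% in these data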;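 note: 0% = DMSO only wells and 100% = 8 µM reference MMP13 inhibitor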
Starred values were filed as active, the others as inactive. Not all compounds are listed; count on the stated rates, not on these rows.

SMILES	MMP13 inhibition
Nc1c(C(=O)NCCN2CCOCC2)c2nc3ccccc3nc2n1Cc1ccco1	11
Cc1nc2cc(-c3ccccc3)nn2c(C)c1CCC(=O)N1CCC2(CC1)OCCO2	3
CCOC(=O)[C@]1(C#N)[C@@H]2C=CC(C(C)=O)=CN2[C@@H](C(N)=O)[C@@H]1c1ccsc1	3
CCCCn1c(N)c(C(=O)NCCN2CCOCC2)c2nc3ccccc3nc21	-15
CCOC(=O)c1c(-c2ccc(OC)cc2)oc2ccc(OC(=O)N(C)C)cc12	-2
Cc1ccc2cc3cc(C(=O)N4CCC5(CC4)OCCO5)oc3nc2c1	4
CN(C)CCN=Cc1c(O)n(-c2cccc3ccccc23)c(=O)[nH]c1=O	1
CCOC(=O)c1c(N)n(CCN2CCCCC2)c2nc3ccccc3nc12	-6
CCCCn1c(O)c(C(CC)=Nc2cccc(C(=O)O)c2)c(=O)[nH]c1=O	4

Some of the entries so far, with each value named:
> CCOC(=O)c1c(N)n(CCN2CCCCC2)c2nc3ccccc3nc12
  MMP13 inhibition: -6

> CCCCn1c(O)c(C(CC)=Nc2cccc(C(=O)O)c2)c(=O)[nH]c1=O
  MMP13 inhibition: 4

> Cc1nc2cc(-c3ccccc3)nn2c(C)c1CCC(=O)N1CCC2(CC1)OCCO2
  MMP13 inhibition: 3

Retrieved by compound from the entries so far, two records:
SMILES	MMP13 inhibition
Nc1c(C(=O)NCCN2CCOCC2)c2nc3ccccc3nc2n1Cc1ccco1	11
Cc1ccc2cc3cc(C(=O)N4CCC5(CC4)OCCO5)oc3nc2c1	4
